MCL1 BIM primary: disrupts human MCL1 binding to BIM-BH3 peptide; AID 2057; Q07820; GST-MCL1 / FITC-Bim-BH3 fluorescence polarization; inhibition, % at 10.9 µM; 320,000 tested, 0.68% active;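 active means inhibition above the mean inhibition of all tested compounds plus 3 SD, set per campaign, cut at about 40% in these data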;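 further: 0% = DMSO wells and 100% = unlabeled Bim-BH3 peptide control; higher means more loss of mP so more displacement of Bim peptide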
MEX-5 binding: C. elegans MEX-5 TCR-2 RNA binding activity. MEX-5/FITC-TCR2 RNA binding, fluorescence polarization; active compounds read low. activity score (negative = inhibition of binding), % at 10 µM. 300,000 tested, 0.38% active;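 active means inhibition past about -25% in most replicates, and total fluorescence under double the plate's negative control median, limit read from the data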;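 further: 0% = DMSO and -100% = 5 µM competing unlabeled TCR2 RNA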
Target sequence (Q9XUB2 whole entry, looked up): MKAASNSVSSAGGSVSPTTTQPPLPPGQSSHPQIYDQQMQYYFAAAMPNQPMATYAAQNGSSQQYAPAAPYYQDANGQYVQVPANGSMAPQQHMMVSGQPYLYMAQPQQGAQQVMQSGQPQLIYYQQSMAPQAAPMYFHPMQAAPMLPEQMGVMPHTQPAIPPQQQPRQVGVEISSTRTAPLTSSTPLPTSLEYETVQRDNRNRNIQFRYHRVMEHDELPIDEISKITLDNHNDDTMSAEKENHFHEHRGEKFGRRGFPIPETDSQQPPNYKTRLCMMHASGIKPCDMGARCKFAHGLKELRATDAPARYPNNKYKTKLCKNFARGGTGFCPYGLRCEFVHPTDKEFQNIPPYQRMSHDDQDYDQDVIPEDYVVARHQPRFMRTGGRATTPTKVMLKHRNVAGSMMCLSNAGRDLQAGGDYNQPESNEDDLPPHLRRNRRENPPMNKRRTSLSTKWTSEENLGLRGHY
GLD-1 TGE inh: GLD-1-TGE RNA interaction inhibition (C. elegans); Q17339; purified GLD-1 + fluorescein TGE RNA, fluorescence polarization; inhibition, % at 5.96 µM; 320,000 tested, 0.44% active; AID 2280;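 active means percent inhibition above a per-plate cutoff, the plate mean of test compounds plus 3 SD, cut at about 30% in these data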;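 further: 0% = DMSO wells with GLD-1 and probe and 100% = wells lacking GLD-1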
Target sequence (Q17339 whole entry, looked up): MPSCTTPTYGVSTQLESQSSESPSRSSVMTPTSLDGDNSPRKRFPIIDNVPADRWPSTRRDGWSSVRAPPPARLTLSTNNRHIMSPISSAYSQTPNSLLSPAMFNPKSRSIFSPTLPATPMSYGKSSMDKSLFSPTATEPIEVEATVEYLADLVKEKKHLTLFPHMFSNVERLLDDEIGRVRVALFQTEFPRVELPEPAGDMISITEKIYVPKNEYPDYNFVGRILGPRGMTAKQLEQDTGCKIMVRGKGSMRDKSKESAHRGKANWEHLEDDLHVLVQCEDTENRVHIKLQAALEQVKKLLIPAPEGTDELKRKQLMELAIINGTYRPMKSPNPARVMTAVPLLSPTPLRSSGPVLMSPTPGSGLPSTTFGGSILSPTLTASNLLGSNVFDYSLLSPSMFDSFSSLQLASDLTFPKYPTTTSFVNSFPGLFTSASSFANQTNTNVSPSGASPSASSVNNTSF
BCLXL inh: inhibitors of human Bcl-xL; GST-Bcl-xL / FITC-Bim BH3 peptide fluorescence polarization; inhibition, % at 10.9 µM; Q07817; 320,000 tested, 0.7% active; AID 2129;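 active means inhibition above the mean of all tested compounds plus 3 SD, cutoff set per campaign, cut at about 30% in these data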;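 further: 0% = DMSO wells and 100% = unlabeled Bim-BH3 peptide competitor; inhibitors lower millipolarization by displacing the labeled peptide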
GSTO1 inh: GSTO1 inhibition, counter-screen for RBBP9 inhibitors; recombinant GSTO1, activity-based probe fluorescence polarization; inhibition, % at 5.96 µM; P78417; AID 1974; 300,000 tested, 1.1% active;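 active means inhibition above the campaign mean inhibition plus 3 SD, cut at about 35% in these data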;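 further: 0% = GSTO1-1 with DMSO and 100% = wells lacking GSTO1-1 enzyme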
Fam108B counter: counter-screen for RBBP9 inhibitors: inhibitors of mouse Fam108B; recombinant Fam108B, FP-Rh probe fluorescence polarization; inhibition, % at 9.51 µM; 300,000 tested, 0.33% active;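 active means inhibition above the screen mean inhibition plus 3 SD, computed separately per campaign, cut at about 18% in these data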;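 further: inhibitors lower polarization as less probe binds the enzyme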
PAD4 FP inh: PAD4 (human) enzyme inhibition; Q9UM07; recombinant PAD4, RCA probe fluorescence polarization; inhibition, % at 6.36 µM; 330,000 tested, 0.41% active;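 active means percent inhibition above a cutoff equal to the mean of all tested compounds plus 3 SD, cut at about 15% in these data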;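 further: 0% = PAD4 with RCA probe and DMSO and 100% = probe without PAD4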
TPT1 inh: C. albicans TPT1 enzyme inhibition; recombinant caTPT1, FP RNA substrate dephosphorylation; inhibition, % at 5 µM; 300,000 tested, 0.81% active; AID 1962;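 active means inhibition above the mean of all tested compounds plus 3 SD, set per screening campaign, cut at about 24% in these data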;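 further: plate controls were DMSO alone for no effect and ferristatin control at 100 nM for full effect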
PME-1 primary: PME-1 (human) inhibition | 320,000 tested, 0.53% active | AID 2130 | recombinant PME-1, FP-Rh probe fluorescence polarization | Q9Y570 | inhibition, % at 5.9 µM;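 active means inhibition above the campaign mean of all compounds plus 3 SD, cut at about 26% in these data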;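 further: competitive labeling of PME-1 active site by serine hydrolase directed probe; 0% = PME-1 with DMSO and 100% = wells lacking PME-1 enzyme; inhibitors block probe labeling so polarization falls and inhibition rises; many of its hits are not listed in these tables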
The depositor's hits bear a star; nt = not tested or not shown. Only part of the results is shown; the hit share may differ from the screen's.

SMILES | MCL1 BIM primary | MEX-5 binding | GLD-1 TGE inh | BCLXL inh | GSTO1 inh | Fam108B counter | PAD4 FP inh | TPT1 inh | PME-1 primary
CCCC(C)NC(=O)CSc1nnc(-c2c[nH]c3ccccc23)o1 (stereo not drawn) | 3 | 0.0 | 2 | 2 | -1 | -1 | -2 | 1 | 0
CCOc1ccc2ccccc2c1C(=O)N1CCN(c2ccccc2)CC1 | -5 | 0.3 | 0 | 4 | -3 | -4 | -1 | -3 | -2
Cc1cc(=O)[nH]c(Nc2ccc(Cl)cc2)n1 | 2 | -4.1 | 1 | 6 | 2 | 2 | 1 | -1 | -3
CC(CC(=O)N1CCN(c2ccccc2)CC1)S(=O)(=O)c1ccc2c(c1)NC(=O)CO2 (stereo not drawn) | 2 | 1.6 | 3 | 3 | -1 | -1 | -1 | 3 | 11
O=C1NC(CCc2ccccc2)C(=O)N1Cc1cccc2ccccc12 (stereo not drawn) | -13 | 2.8 | 2 | 1 | -3 | 0 | -6 | -1 | 5
COc1ccc(/C=N/NC(=O)c2ccccc2NC(=O)c2ccco2)c(OC)c1 | 6 | 1.1 | 3 | 4 | 15 | 0 | -2 | 1 | -28
CC(C)NC(=O)c1ccccc1NC(=O)c1ccccc1N(C)S(C)(=O)=O | -3 | -1.6 | -4 | 1 | -2 | 1 | -3 | 0 | -6
CC12CCC(c3c(C(=O)N4CCOCC4)nn(-c4ccccc4)c31)C2(C)C (stereo not drawn) | 2 | 2.5 | 8 | 6 | 3 | -1 | -3 | 1 | 4
CCOC(=O)CNc1c(-c2ccc(O)cc2)nc2ccc(Cl)cn12 | 11 | -1.4 | 18 | 9 | 2 | 3 | -3 | -2 | 4
Cn1cc(CNCc2ccc(OC(F)(F)F)cc2)c(-c2ccc3c(c2)OCCO3)n1 | 5 | -1.0 | -2 | 4 | -1 | 7 | 2 | -2 | -5
CC(C)(C)OC(=O)NC1CNNC1=O (stereo not drawn) | -2 | nt | 9 | -1 | nt | nt | -9 | nt | 0
N#Cc1nc(-c2cccc3ccccc23)oc1NCC1CCCO1 (stereo not drawn) | 4 | -1.4 | 7 | 10 | 7 | 4 | 2 | 1 | 10
CC1=Nn2c(nnc2-c2ccccc2)SC1 | 6 | -0.3 | 5 | -3 | 1 | 1 | 2 | 1 | -3
CCCCC(=O)Nc1ccccc1C(=O)OCC(=O)c1ccc2c(c1)OCCO2 | 15 | 1.5 | -3 | 0 | -2 | -5 | -3 | -1 | -4
CC1(C)Cc2cccc(OCC(=O)OCc3nnc(-c4ccc([N+](=O)[O-])cc4)o3)c2O1 | -3 | nt | -3 | -2 | nt | nt | -2 | nt | 6
CCOC(=O)C(=CNc1cccc(C)n1)C(=O)OCC | 7 | -0.7 | 2 | 2 | -7 | 1 | 1 | -7 | 7
O=C(Nc1ccc2oc(=O)ccc2c1)c1ccc(-c2cccc([N+](=O)[O-])c2)o1 | 24 | -2.3 | 9 | -14 | 23 | -8 | -1 | 5 | -14
Cc1c(C(=O)Nc2cccc(-c3nnc4n3CCCCC4)c2)oc2ccccc12 | -9 | 0.5 | 4 | -5 | -3 | -4 | -5 | -2 | -3
Cc1cc(C)c(C)c(C(=O)c2ccccc2C(=O)O)c1C | 6 | 1.1 | 4 | 5 | -2 | -4 | 1 | 2 | -6
CCc1ccccc1NC(=O)c1cnn(-c2ccccc2)c1C | -4 | 0.3 | -2 | 1 | 3 | -1 | 0 | -20 | -2
CN(C)S(=O)(=O)c1ccc(C(=O)NCC2CC2(Cl)Cl)cc1 (stereo not drawn) | 11 | -1.3 | 3 | -3 | -1 | -2 | -5 | -3 | 4
C=CCOc1ccc(CNCc2cccnc2)cc1 | 11 | -2.3 | -3 | 5 | 10 | 6 | 1 | -1 | 2
COc1cccc(C(=O)NCC(=O)N/N=C(C)\C=C\c2ccccc2)c1 | -3 | -1.8 | 8 | 3 | -5 | -5 | -3 | -5 | -4
CN(C)Cc1ccccc1CCc1ccccc1 | 1 | -0.3 | -4 | 5 | 4 | -1 | -1 | 2 | 1
COc1ccc(NC(=O)CSc2n[nH]c(-c3ccco3)n2)cc1 | -2 | -1.2 | 3 | 2 | 4 | -1 | -4 | 0 | -8

(listing goes on)
SMILES | MCL1 BIM primary | MEX-5 binding | GLD-1 TGE inh | BCLXL inh | GSTO1 inh | Fam108B counter | PAD4 FP inh | TPT1 inh | PME-1 primary
CSc1cccc(NC(=O)COC(=O)C2CCN(S(=O)(=O)c3ccccc3)CC2)c1 | 0 | nt | 5 | 1 | nt | nt | 4 | nt | 6
CCOc1ccc(S(=O)(=O)Nc2cccc(C(=O)NCCCn3ccnc3)c2)cc1 | 2 | nt | 4 | -3 | nt | nt | -2 | nt | 7
O=C(c1cccc(-c2nnc(-c3ccccc3)o2)c1)N1CCCCC1 | 9 | -2.6 | 1 | 6 | 2 | -1 | -3 | -6 | 1
Cc1cc(/C=C2/NC(=O)NC2=O)c(C)n1-c1ccc(C#N)cc1 | 5 | 1.4 | 4 | 8 | -7 | 2 | 2 | 4 | 2
CC(=O)Nc1ccc(/C=C/c2nc3ccccc3[nH]c2=O)cc1 | 7 | -0.5 | 3 | 7 | 0 | 1 | -4 | 3 | -9
Cc1ccc(C)c(OCCC(=O)OCC(=O)NC2CCCC2)c1 | -4 | 1.8 | 0 | 5 | 10 | 3 | 5 | -1 | 6
COc1ccc(CC(=O)NNc2ncnc3c2cnn3-c2ccc(C)cc2)cc1 | 10 | -1.6 | 10 | 4 | 2 | 3 | 1 | 2 | 0
CN(C)CCNC(=O)Nc1ccc(F)cc1F | -3 | -0.9 | 8 | 0 | 7 | -2 | -1 | -4 | -4
CN1CCc2c(sc(NC(=O)c3ccc(S(=O)(=O)N4CCCCCC4)cc3)c2C(N)=O)C1 | -28 | -18 | -38 | -9 | -73 | -4 | -3 | 119* | 0
COc1ccccc1CC(=O)N1CCN(c2cccc(C(F)(F)F)c2)CC1 | 7 | -3.4 | 1 | 8 | 6 | 6 | 3 | 0 | -2
CCOc1nc(C)ccc1-c1noc(CC)n1 | 7 | -1.1 | 4 | 1 | -1 | -3 | 0 | -4 | 0
CC(C)OC(=O)CC(=O)CSc1nc(-c2ccc(F)cc2)cc(-c2ccccc2)c1C#N | -14 | 0.3 | -20 | -6 | 1 | -2 | -6 | 1 | -6
Cc1cccc(Cn2cc(SCC(=O)Nc3nccs3)c3ccccc32)c1 | 6 | 1.2 | 1 | 5 | 0 | -1 | 2 | -5 | 3
O=C(c1ccc2c3c(cccc13)CC2)N1CCN(c2ncccn2)CC1 | 1 | 0.6 | -3 | 5 | -7 | 2 | -5 | 0 | 2
COC(=O)c1cccc(NC(=O)c2cccc(N3C(=O)CCC3=O)c2)c1 | -7 | nt | 3 | -5 | nt | nt | 2 | nt | 8
COc1cc(CNC(=O)c2ccc3c(c2)S(=O)(=O)c2ccccc2C3=O)cc(OC)c1 | 5 | -3.6 | 2 | 8 | 3 | 3 | 3 | -4 | 2
O=c1c2[nH]cnc2n(-c2cccc(Br)c2)c(=O)n1Cc1ccccc1 | 4 | 0.3 | 1 | 8 | -3 | -4 | -1 | -4 | -3
COc1ccc(NC(=O)COC(=O)c2cc(Cl)ccc2O)cc1S(=O)(=O)N1CCCCC1 | -9 | nt | -6 | -11 | nt | nt | 7 | nt | 7
Cn1c(=O)c2c(ncn2CC(=O)OCC(=O)NC2CCCc3ccccc32)n(C)c1=O (stereo not drawn) | -4 | -0.6 | -7 | -3 | 0 | 6 | 2 | 3 | 2
CCN1CCCc2cc(CN(CCN3CCOCC3)C(=S)Nc3cc(F)cc(F)c3)ccc21 | 6 | -0.9 | 5 | 11 | 5 | 2 | -9 | -2 | 3
Cc1ccc(Nc2ccc(C(=O)O)cc2[N+](=O)[O-])cc1 | 9 | -0.3 | 4 | 5 | 2 | 0 | -1 | 0 | 5
O=C(CSc1nncn1-c1cccnc1)Nc1ccccc1C(F)(F)F | 7 | 1.2 | -6 | 2 | 4 | 2 | -2 | -1 | 0
COc1cc(NS(=O)(=O)c2ccc(C)cc2)c2ncccc2c1 | 6 | 0.4 | -2 | 3 | 29 | -2 | -5 | -5 | 6
Cc1ccc2[nH]cc(CCNC(=O)CN3C(=O)c4ccccc4C3=O)c2c1 | 2 | -4.0 | -4 | -3 | 3 | 2 | -2 | -3 | 0
COc1cccc(-c2nc(CS(=O)(=O)CC(=O)NC3CCCCCC3)c(C)o2)c1 | -7 | 2.5 | -4 | -2 | 3 | 3 | -6 | -2 | 5

Of the compounds above, 6 contain fluorine.
SMILES | MCL1 BIM primary | MEX-5 binding | GLD-1 TGE inh | BCLXL inh | GSTO1 inh | Fam108B counter | PAD4 FP inh | TPT1 inh | PME-1 primary
Cn1cc(CNCc2ccc(OC(F)(F)F)cc2)c(-c2ccc3c(c2)OCCO3)n1 | 5 | -1.0 | -2 | 4 | -1 | 7 | 2 | -2 | -5
CN(C)CCNC(=O)Nc1ccc(F)cc1F | -3 | -0.9 | 8 | 0 | 7 | -2 | -1 | -4 | -4
COc1ccccc1CC(=O)N1CCN(c2cccc(C(F)(F)F)c2)CC1 | 7 | -3.4 | 1 | 8 | 6 | 6 | 3 | 0 | -2
CC(C)OC(=O)CC(=O)CSc1nc(-c2ccc(F)cc2)cc(-c2ccccc2)c1C#N | -14 | 0.3 | -20 | -6 | 1 | -2 | -6 | 1 | -6
CCN1CCCc2cc(CN(CCN3CCOCC3)C(=S)Nc3cc(F)cc(F)c3)ccc21 | 6 | -0.9 | 5 | 11 | 5 | 2 | -9 | -2 | 3
O=C(CSc1nncn1-c1cccnc1)Nc1ccccc1C(F)(F)F | 7 | 1.2 | -6 | 2 | 4 | 2 | -2 | -1 | 0

Continuation:
SMILES | MCL1 BIM primary | MEX-5 binding | GLD-1 TGE inh | BCLXL inh | GSTO1 inh | Fam108B counter | PAD4 FP inh | TPT1 inh | PME-1 primary
O=C(NC(Cc1c[nH]c2ccccc12)C(=O)N/N=C/c1ccc(Cl)cc1)c1cccs1 (stereo not drawn) | -6 | 2.4 | -2 | -1 | -21 | -14 | 0 | 6 | -40
Cc1cc(C)c2c(n1)sc1c(O)cc(=O)[nH]c12 | 7 | -0.7 | 2 | 5 | 11 | 3 | -3 | 2 | 5
Cc1oc(-c2ccccc2Cl)[n+]([O-])c1C | 1 | 1.7 | 1 | 1 | -1 | -3 | 4 | 1 | -3
CCc1nn(CC(=O)NC(C)CCc2ccccc2)c(=O)c2cc3occc3n12 (stereo not drawn) | 2 | -2.1 | 4 | 0 | -1 | 3 | 0 | 3 | 2
O=C(N[C@H](C(=O)O)c1ccccc1)C1CCC(Cn2nnc3ccccc3c2=O)CC1 (stereo partly drawn) | 4 | 1.7 | 3 | 7 | -7 | -4 | 3 | 0 | -1
Cc1nnc(NC(=O)CSc2nnc3scc(-c4ccc(C)c(C)c4)n23)s1 | -3 | -1.5 | 4 | -1 | 1 | -2 | -3 | 0 | 2

Screening results from PubChem BioAssay.
